Screening data from PubChem BioAssay.
ERp5 inh = ERp5 (human) disulfide isomerase inhibition | 350,000 tested, 0.05% active | ERp5 insulin aggregation, absorbance 650 nm, 90 min | Q15084 | AID 651711 | inhibition, % at 9.99 µM;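 active means mean replicate inhibition above about 25%, with every replicate also reaching it, limit read from the data, passing the limit was not always enough; inconclusive means only one of those two criteria met; inactive means neither criterion met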
PglD DTNB = PglD (C. jejuni) enzyme inhibition | purified PglD enzyme, DTNB colorimetric CoA detection | inhibition, % at 12.5 µM | 360,000 tested, 0.098% active | AID 602405; in the data active means inhibition above about 16%, passing the limit was not always enough; inconclusive means no clear call, values can overlap the other calls; further: strong numbers were not always called active
SIRT5 block = blocks human SIRT5 desuccinylation of peptide. Q9NXA8. Purified SirT5, succinyl-peptide AMC, trypsin-coupled fluorescence. inhibition, % at 15 µM. 330,000 tested, 1.1% active; in the data active means inhibition above about 15%; inconclusive means no clear call, values can overlap the other calls
Target sequence (Q9NXA8 whole entry, looked up): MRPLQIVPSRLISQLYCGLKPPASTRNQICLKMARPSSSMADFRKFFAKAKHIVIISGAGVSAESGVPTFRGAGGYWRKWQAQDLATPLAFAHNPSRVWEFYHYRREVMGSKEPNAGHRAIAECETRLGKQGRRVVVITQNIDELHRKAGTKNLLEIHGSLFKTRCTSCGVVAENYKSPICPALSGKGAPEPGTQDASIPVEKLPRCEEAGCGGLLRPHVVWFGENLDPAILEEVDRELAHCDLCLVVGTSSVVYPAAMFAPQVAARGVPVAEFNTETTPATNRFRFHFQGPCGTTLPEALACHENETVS
E-selectin induc = induces E-selectin expression in human endothelial cells; HUVEC E-selectin immunofluorescence imaging; normalized: neutral wells 0, TNF-alpha wells 100; activation, % at 7.58 µM; 260,000 tested, 0.37% active; AID 686992;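 active means mean E-selectin-positive cell signal at least 10% of the positive control, reached in at least 60% of replicates, without over 20% cell loss; inconclusive means no rule given, readout overlaps actives, possibly toxicity-flagged; inactive means the rest, including those meeting only one limit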;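 further: in these data hits start at about 27%; measured in HUVEC primary endothelial cells; signal is the percent of cells scored E-selectin positive by PE staining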
Target sequence (P16581 whole entry, looked up): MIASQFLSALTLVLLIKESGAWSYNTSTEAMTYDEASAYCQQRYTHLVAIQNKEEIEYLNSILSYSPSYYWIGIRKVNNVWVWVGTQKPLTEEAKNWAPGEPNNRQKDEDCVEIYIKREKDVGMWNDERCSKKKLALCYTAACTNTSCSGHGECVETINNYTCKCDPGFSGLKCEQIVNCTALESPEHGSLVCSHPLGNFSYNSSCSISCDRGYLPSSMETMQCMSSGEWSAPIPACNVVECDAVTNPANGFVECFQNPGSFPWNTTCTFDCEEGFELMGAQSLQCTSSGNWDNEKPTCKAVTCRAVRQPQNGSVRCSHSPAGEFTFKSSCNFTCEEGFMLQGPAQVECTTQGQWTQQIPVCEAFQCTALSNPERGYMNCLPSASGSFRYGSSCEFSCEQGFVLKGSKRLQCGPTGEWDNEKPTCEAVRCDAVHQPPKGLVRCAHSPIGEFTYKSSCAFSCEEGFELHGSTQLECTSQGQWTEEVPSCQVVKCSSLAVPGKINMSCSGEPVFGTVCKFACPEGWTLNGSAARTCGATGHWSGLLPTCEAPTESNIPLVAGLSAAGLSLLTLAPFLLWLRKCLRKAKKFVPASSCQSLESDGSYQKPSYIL
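System: HUVEC / Compound: single concentration / Signal: immunofluorescence imaging / Read-out: percent E-selectin-positive cells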
Statin myotox sup = protects C2C12 myotubes from simvastatin toxicity; rescue of ATP level, % at 7.49 µM; 330,000 tested, 0.78% active; AID 602340; ATP luminescence, 48 h; scaled: DMSO 0, geranylgeraniol control 100;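 active means mean ATP rescue above about 67%, or every replicate alone reaching that limit, limit read from the data, passing the limit was not always enough; inconclusive means no clear call, values can overlap the other calls; inactive means mean under the limit and some replicate under it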;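 further: myotubes were challenged with 10 µM simvastatin during compound exposure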
DENV2 CPE = inhibitors of DENV2 cytopathic effect. CPE inhibition, % at 9.99 µM. DENV2-infected cells, cytopathic effect rescue, plate reader. AID 651640. 350,000 tested, 1.7% active; in the data active means CPE inhibition above about 20%, passing the limit was not always enough; inconclusive means no clear call, values can overlap the other calls; tested in BHK-21 cells;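 further: 0% = median of neutral control wells and 100% = median of positive control wells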
S100A4 inh HTS = blocks human S100A4 binding to myosin IIA peptide; inhibition, % at 10.7 µM; S100A4/TAMRA-MyoIIA peptide fluorescence polarization; P26447; 360,000 tested, 0.14% active;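 active means mean inhibition of at least 70% across replicates, with every replicate also reaching that level; inconclusive means mean inhibition reaches 70% but some replicates fall short; inactive means mean inhibition below 70%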
Target sequence (P26447 whole entry, looked up): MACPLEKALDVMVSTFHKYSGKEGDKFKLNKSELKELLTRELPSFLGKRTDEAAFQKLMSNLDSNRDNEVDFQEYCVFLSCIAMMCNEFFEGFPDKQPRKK
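incubation = readout 5 min after mixing, signal stable up to 60 min | system = S100A4 monomer protein | buffer or medium = HEPES pH 7.2 with CaCl2, KCl, NaCl, DTT, Triton | benchmarks = neutral control DMSO, positive control TFP | also added = fluorescent myosin IIA peptide, 5 nM | compound dosing = one concentration per compound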
Numbers without * were called inactive; ? = inconclusive; nt = no result given; & = joins results of further samples. Only part of the results is shown, so the mix of outcomes need not match the whole.

SMILES,ERp5 inh,PglD DTNB,SIRT5 block,E-selectin induc,Statin myotox sup,DENV2 CPE,S100A4 inh HTS
CCCNc1ccc(C(=O)OCC)cc1[N+](=O)[O-],0.0,-6.1,-1.4,3.8,-0.5,nt,3.8
CC(C)(C)S(=O)(=O)c1cnc(N2CCCC2)nc1N,-7.9,nt,-4.1,0.0,nt,-3.5,1.4
CO[C@@H]1CN(C)C(=O)c2ccc(NC(=O)Nc3ccccc3)cc2OC[C@H](C)N(C(=O)Nc2c(C)noc2C)C[C@@H]1C,2.4,-44.4,-0.6,-0.2,9.1,-6.9,-1.3
CCc1sc(C(=O)Nc2ccc3c(c2)OCCO3)cc1Br,-4.3,-0.6,-2.1,-0.3,-11.8,-3.5,-1.5
Cc1noc(C)c1S(=O)(=O)Nc1ccc2c(c1)C(=O)N([C@@H](C)CO)C[C@@H](C)[C@H](CN(C)S(=O)(=O)c1cn(C)cn1)OCCCC[C@@H](C)O2,3.3,0.6,-3.7,nt,nt,37.4*,-5.6
CNS(=O)(=O)c1ccc(NS(=O)(=O)c2ccccc2F)cc1,-2.6,nt,nt,2.8,3.3,-5.2,-0.9
Cc1ccc(S(=O)(=O)CC(=O)N(CCCN(C)C)c2nc3ccc(C)cc3s2)cc1,3.2,-0.6,-6.2,-0.4,-11.7,2.1,0.8
N#CCCN(C(=O)Nc1ccc(Cl)c(Cl)c1)C1CCCCC1,4.6,-1.3,-2.2,nt,-8.6,2.4,0.5
CC=Cc1ccc2n(c1=O)C[C@H]1[C@H](CO)[C@@H](C(=O)NC3Cc4ccccc4C3)N(CC3CCCC3)[C@@H]21 (mixture of isomers),4.1,nt,-2.1,-0.8,nt,-15.9,41.9
COc1ccccc1NC(=O)N[C@H]1CC[C@H](CC(=O)NCc2ccc(Cl)c(Cl)c2)O[C@H]1CO,-0.8,-0.5,-5.2,0.0,5.8,-7.6,-35.8
Cc1cccc(S(=O)(=O)N[C@@H]2CC[C@@H](CCNC(=O)CCN3CCCCC3)O[C@H]2CO)c1,-1.4,2.9,0.8,0.4,19.6,4.7,4.9
CCN(CC)c1ccc(/C=N/Nc2nc(C)cc(C)n2)c(O)c1,0.0,nt,-1.2,nt,nt,14.6,-6.3
CO[C@@H]1CN(C)C(=O)c2cc(NS(C)(=O)=O)ccc2OC[C@@H](C)N(CC2CCOCC2)C[C@H]1C,-2.0,-1.1,-1.1,1.6,-3.2,14.2,7.9
C[C@@H]1CN([C@@H](C)CO)S(=O)(=O)c2ccc(C3=CCCCC3)cc2O[C@@H]1CN(C)Cc1ccccn1,0.5,4.7,2.2,1.0,-156.0,18.9,-9.8
Cc1cccc(N2C(=O)N3[C@H](c4ccc(Br)cc4)[C@@H]4C(=O)N(C(C)(C)C)C(=O)[C@@H]4[C@]3(Cc3ccc(Cl)cc3)C2=O)c1,1.2&6.6,-1.1,-1.3&-0.1,-0.2,-2.2,-12.3,-1.2&-5.9
O=C(C[C@H]1CC[C@@H]2[C@H](COC[C@H](O)CN2Cc2cc(F)ccc2F)O1)NCc1ccc(F)cc1,0.5,1.5,-1.5,0.0,-16.5,3.4,-0.7
O=C(c1ccc(Br)cc1)c1coc2ccc(O)cc12,5.4,nt,-3.9,nt,nt,2.8,-5.0
COc1ccc(NC(=O)C/C(C)=N/NC(=O)c2ccco2)c([N+](=O)[O-])c1,-7.0,1.9,-3.4,0.1,0.7,3.5,-2.4
CC(=O)c1c(O)cc(O)cc1O,2.5,-0.3,nt,nt,1.0,8.5,-3.5
CC(=O)c1ccc(OCCCC(=O)OCC(=O)N2CCN(S(=O)(=O)c3ccc(C)cc3C)CC2)cc1,-10.3,3.5,-1.8,-0.4,-1.8,1.0,-3.8
COCc1nnc(NS(=O)(=O)c2ccc(OC)cc2)s1,3.7,9.1,1.5,-0.1,2.4,?,-2.3
C/C=C/c1cnc2c(c1)C(=O)N([C@H](C)CO)C[C@@H](C)[C@H](CN(C)C(=O)Nc1c(C)noc1C)O2,9.1,-3.3,1.6,-4.3,22.1,4.6,-26.9
NC(=O)CC(NC(=O)c1cccc(Br)c1)c1ccc(N2CCN(c3ccccn3)CC2)c([N+](=O)[O-])c1 (centres undefined),nt,-0.1,nt,0.1,2.8,nt,nt
CCOc1ccccc1NC(=O)C1CCC(=O)N1S(=O)(=O)c1ccc(C)cc1 (centres undefined),-11.7,-0.6,0.7,-4.4,-5.9,-7.0,-5.5
CO[C@H]1CN(C)C(=O)c2cc(NC(=O)Nc3ccccc3)ccc2OC[C@H](C)N(C(=O)Nc2c(C)noc2C)C[C@H]1C,-1.6,4.0,0.2,0.1,-19.6,-1.9,-13.1
CCCNC(=O)N[C@H]1CC[C@@H](CC(=O)N2CCN(C)CC2)O[C@H]1CO,4.6,-2.2,-4.8,-0.2,-8.6,-10.6,10.8
CCCCc1c(O)nc(SCC(=O)Nc2ccc(OC)cc2)n(-c2ccc(C)c(C)c2)c1=O,4.0,-2.1,-5.5,0.0,8.1,3.0,-3.8
Cc1cc(C)c(NC(=O)Nc2ccc3c(c2)OCO3)c(C)c1,1.8,-2.2,-1.3,-1.2,3.5,1.6,3.8
O=C(COc1ccc(Cl)cc1Cl)N1CCCC1,-2.0,-2.7,0.8,nt,-1.1,-2.6,0.9
Cc1c([N+](=O)[O-])cc(C(=O)NCc2ccc(F)cc2)cc1[N+](=O)[O-],-2.5,nt,111.4*,nt,nt,2.6,6.3
C[C@@H]1CN([C@@H](C)CO)C(=O)CCCn2cc(nn2)CO[C@H]1CN(C)C(=O)Nc1cccc(C(F)(F)F)c1,-0.6&-2.1&-2.3,-0.2&-2.0,-5.6&3.2&-9.1,-0.1&-3.8,4.5&6.1,0.4&-3.4&12.0,12.3&-5.3&16.4
CCOC(=O)C1=C(C)N(C[C@@H]2CC[C@@H](Cc3ccc4cc(OC)ccc4c3)O2)C(=O)NC1c1ccc(OC)cc1 (some centres undefined),9.6,3.1,-5.5,-2.5,-24.9,-6.0,-2.3
C[C@H]1CN([C@@H](C)CO)C(=O)c2cc(/C=C/c3ccccc3)cnc2O[C@H]1CN(C)S(=O)(=O)c1ccc(F)cc1,2.2,-10.1,-2.9,1.4,9.5,-0.5,4.8
Cc1ccc(S(=O)(=O)N[C@H]2CC[C@H](CCn3cc(C4(O)CCCC4)nn3)O[C@H]2CO)cc1,-1.6,-1.6,-3.4,-0.3,3.4,4.5,-27.8
C[C@@H](NC(=O)[C@H]1[C@H](CO)[C@H]2Cn3c(cccc3=O)[C@@H]1N2C(=O)C1CC1)c1ccccc1,-7.6,0.8,5.5,-0.1,-3.3,-2.2,10.0
C[C@H](CO)N1C[C@H](C)[C@@H](CN(C)C(=O)c2ccccn2)Oc2ncc(Br)cc2C1=O,3.0,2.5,-0.5,-0.4,8.7,2.9,5.1
Cc1cccnc1Oc1ncccc1N,-2.3,-3.9,1.6,-0.1,9.1,-3.3,-2.2
Cc1ccc(C)c(OCCNc2ccc([N+](=O)[O-])cn2)c1,1.1,-3.8,1.2,0.1,-10.4,-0.7,0.3
CCC(=O)N1C[C@@H](C)[C@H](OC)CN(C)C(=O)c2ccc(NC(=O)C3CCCCC3)cc2OC[C@H]1C,1.1,-1.9,-7.8,-0.1,0.6,-1.1,-0.3
C[C@H]1CN([C@@H](C)CO)S(=O)(=O)c2ccc(C#Cc3ccncc3)cc2O[C@H]1CN(C)C(=O)C1CCOCC1,1.0,1.4,-0.5,-0.4,14.5,12.5,-22.5
C[C@H](CO)N1C[C@H](C)[C@@H](CN(C)Cc2ccc(C(=O)Nc3ccccc3N)cc2)Oc2ccc(NC(=O)Nc3ccc4c(c3)OCO4)cc2CC1=O,-4.6,0.3,-1.2,0.1,?,-8.4,5.2
O=C(Nc1nccs1)[C@@H]1[C@@H](CO)[C@@H]2Cn3c(cccc3=O)[C@H]1N2C(=O)C1CCC1,-5.1,5.7,7.8,0.4,20.4,1.8,17.1
CC(C)(C)NC(=O)CN(C(=O)CCC(=O)Nc1nccs1)c1ccc(F)cc1,3.2,6.8,0.0,-0.4,-5.4,2.7,-6.2
CSCCC(NS(=O)(=O)c1cccc(C(F)(F)F)c1)C(=O)N1CCN(C(=O)c2ccco2)CC1 (centres undefined),3.1,1.3,-2.3,nt,1.4,-8.6,-9.7
CN1C(=O)c2cc(NC(=O)C3CCCCC3)ccc2OC[C@@H]2O[C@@H](CC(=O)NCc3ccccc3F)CC[C@@H]21,-0.8,-1.0,-1.0,0.1,11.0,-2.0,-4.2
COc1cccc(CNC(=O)[C@@H]2[C@@H](CO)[C@@H]3Cn4c(ccc(-c5cccc(OC)c5)c4=O)[C@@H]3N2C)c1,4.0,0.3,-1.3,-0.4,35.4,0.6,-4.0
Cn1c(=O)[nH]c(=O)c2c1nc(CN1CCN(c3cccc(Cl)c3)CC1)n2Cc1ccccc1Cl,0.0,4.7,1.8,0.2,14.9,4.2,4.1
CCOC(=O)N1CCN(C(=O)CSc2ccc3nnc(CCNC(=O)c4ccc(OC)cc4)n3n2)CC1,2.8,nt,-1.4,nt,2.5,-3.5,2.9
CC(C)(C)NS(=O)(=O)c1cc(C(=O)O)ccc1Cl,5.4,2.1,-6.6,nt,-2.0,-4.7,2.0
CCC(C(=O)N1CCN(c2ccccc2OC)CC1)c1ccccc1 (centres undefined),-1.2,-1.3,-1.7,0.2,0.3,-0.8,0.7
CN(C)C(=O)c1cccc(-c2ccc([C@@H]3[C@@H](CO)N4C(=O)CN(C(=O)C5CCCCC5)C[C@@H]34)cc2)c1,2.6,nt,2.6,0.2,nt,4.3,17.9
CCCCn1c(N)c(NCC(C)C)c(=O)[nH]c1=O,1.1,-0.4,0.6,nt,-6.5,7.3,-1.9
COc1cccc(CN(C)C(=O)C23CC4CC(CC(NC(C)=O)(C4)C2)C3)c1OC,0.4,9.6,-1.0,0.0,nt,9.6,1.2
Cc1ccc(CSC2=NCCN2C(=O)c2ccc([N+](=O)[O-])cc2)cc1,-0.3,nt,-1.5,2.6,nt,-1.1,-3.8
CC[C@@H](C)[C@H](CN[C@H](CNC)[C@@H](C)O)NCCc1ccc(OC)cc1,2.5,2.3,nt,nt,-0.9,-14.7,-3.4
O=C(CNC(=O)c1cccc(F)c1)OCCOc1cccc(Cl)c1,-0.3,-3.4,0.9,1.5,-5.0,-0.1,2.5
COc1ccc(NC(=O)COC(=O)c2ccc(N3CCCC3=O)cc2)cc1,-0.6,-4.4,-4.3,-0.4,5.2,-3.1,-2.7
COc1ccc(CNC(=O)CN(Cc2ccc(OC)cc2)C(=O)c2csnn2)cc1,-0.3,nt,nt,nt,nt,-6.4,5.6
CCCc1cc(=O)oc2c(C)c(OCC(=O)NCCN3CCOCC3)ccc12,-5.6,-0.5,1.2,5.5,-1.7,5.7,-3.2
N#CC(C#N)=C1c2cc(S(=O)(=O)NCCO)ccc2-c2ccc(S(=O)(=O)NCCO)cc21,-4.6,5.5,7.9,-0.1,nt,0.9,4.8
CN(C)CCN(C(=O)c1cccc(N2C(=O)CCC2=O)c1)c1nc2ccc(Br)cc2s1,5.4,-4.4,-4.2,-0.2,-10.1,-11.5,-3.6
C[C@H]1CN([C@@H](C)CO)C(=O)Cc2cc(NC(=O)Cc3ccccc3)ccc2O[C@@H]1CN(C)Cc1ccc2c(c1)OCO2,-1.0,0.8,-0.1,0.4,27.4,1.7,5.9
Cc1c(C)n(C)c2ccc(C(=O)NCCCN3CCN(C)CC3)cc12,-59.0,3.2,0.6,nt,4.8,0.7,-4.9
